HEK293 NOD2/NF-kB: inhibition of NOD2-driven NF-kB reporter – cell-based, luminescence, uHTS, HEK293 (AID 1566); 0.63% of 290,000 active; inhibition, % at 4 µM, or EC50 in µM where a hit was titrated; HEK293 NOD2/NF-kB luciferase reporter, luminescence; higher % means a stronger effect; also: many of its hits are not listed in these tables
KOR beta-arrestin-1: KOR agonists, beta-arrestin recruitment, primary screen, cell-based, luminescence, uHTS (AID 1777). KOR beta-arrestin recruitment, luminescence; higher % means a stronger effect. activation, % at 10 µM, or EC50 in µM where a hit was titrated. 0.02% of 280,000 active; in the data active = activation above about 50%, passing the limit was not always enough; also: a part of the inactive calls stands beside numbers as strong as those of hits
GPR55 activation: selective activators of receptor GPR55 – imaging, U2OS cells, beta-arrestin-GFP redistribution, primary screen (AID 1961) | one-dose activation, % at 10 µM; EC50 in µM for titrated hits | 0.048% of 290,000 active | U2OS GPR55 beta-arrestin-GFP redistribution imaging; higher % means a stronger effect;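 active = activation above 40% with more than 50 cells counted in the well; inconclusive = wells holding fewer than 50 cells, flagged as toxic or sparse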;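 also: U2OS osteosarcoma cells stably expressing GPR55 and beta-arrestin-GFP; plate controls were DMSO negative control for no effect and LPI positive control for full effect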
KOR beta-arrestin-2: kappa opioid receptor blockers – cell-based, luminescence, uHTS (AID 1778); inhibition, % at 10 µM, or IC50 in µM where a hit was titrated; 0.091% of 290,000 active; KOR beta-arrestin recruitment, luminescence, antagonist mode; higher % means a stronger effect; also: strong numbers were not always called active
P. falciparum M1AAP: malaria alanyl aminopeptidase activity blockers – biochemical, fluorogenic H-Leu-NHMec substrate, 1536-well (AID 1445); 0.42% of 220,000 active; recombinant M1AAP, H-Leu-NHMec fluorogenic kinetic assay; higher % means a stronger effect; inhibition, % at 30 µM; hits with a dose series show IC50 in µM;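 active = primary inhibition above the hit cutoff, then over 50% inhibition at one or more dose response concentrations, cut at about 23% in these data, passing the limit was not always enough; inconclusive = conflicting primary data, or primary hits not chosen for dose response; inactive = low primary inhibition, or under 50% at every dose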;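 also: plate controls were DMSO full reaction for no effect and no enzyme background for full effect; strong numbers were not always called active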
Dynein cargo inh: dynein cargo transport inhibition; z-score, hits read low; 0.47% of 220,000 active; 3617.4 mouse cells, GR-EGFP nuclear translocation imaging; test concentration mostly 20 µM; stimulated with dexamethasone, 1 µM; hits give low values; AID 1381;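 active = plate z-score of nuclear minus cytoplasmic receptor signal below a set negative limit, without overly bright fluorescence or cell loss, cut at about -3.5 in these data, passing the limit was not always enough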;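 also: z-score of nuclear minus cytoplasmic ring GR-EGFP intensity difference per well; some compounds called inactive have numbers as strong as hits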
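Buffer or medium – tet-free medium with charcoal-stripped serum · Signal – automated 10x imaging of fixed Hoechst-stained cells · Also added – dexamethasone agonist, 1.0 µM final, for 30 min · Incubation – induction 48 h, compound 1 h, agonist 30 min · Read-out – GR-EGFP nuclear translocation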
NOD1 inhibition: NOD1 signaling inhibitors, primary screen, cell-based, luminescence, uHTS (AID 1578). NOD1-driven NF-kB luciferase reporter cells, luminescence; higher % means a stronger effect. 1% of 290,000 active. one-dose inhibition, % at 4 µM; EC50 in µM for titrated hits; in the data active = inhibition mostly above about 36%, no sharp cut-off; inactive = mostly below about 34%;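 also: HEK-293T reporter cells stimulated with the NOD1 agonist gamma-tri-DAP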
P. falciparum M17LAP: P. falciparum M17LAP inhibitors, primary screen, biochemical, fluorogenic H-Leu-NHMec substrate, 1536-well (AID 1619). inhibition, % at 30 µM; hits with a dose series show IC50 in µM. recombinant M17LAP, H-Leu-NHMec fluorogenic kinetic assay; higher % means a stronger effect. 0.38% of 220,000 active;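 active = compound inhibiting the enzyme by more than half at any dose during confirmatory dose-response retesting; inconclusive = strong single-dose inhibitors picked by rank but not retested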;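 also: plate controls were full reaction with DMSO carrier for no effect and no enzyme background for full effect; strong numbers were not always called active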
AID2073: inhibitors of Mint1-CaV2.2 protein interaction, biochemical, HTRF (AID 2073); HTRF protein-protein interaction, Mint1-CaV2.2; higher % means a stronger effect; inhibition, % at 20 µM, or IC50 in µM where a hit was titrated; 0.19% of 290,000 active; in the data active = inhibition mostly above about 51%, no sharp cut-off; inconclusive = no clear call, values can overlap the other calls; inactive = mostly below about 53%; also: some results filed as inactive read as strong as hits
Dynein cargo inh cytoplasmic EGFP: also measured in Dynein cargo inh; calls as there; z-score; measured here: cytoplasmic GR-EGFP intensity; hits give high values
Dynein cargo inh nuclear GR-EGFP: second read-out of Dynein cargo inh, no call of its own (marks repeat the call); z-score; measured here: nuclear GR-EGFP intensity;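 lower value marks the stronger effect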
Dynein cargo inh cell count: also measured in Dynein cargo inh; calls as there; z-score; measured here: cell count per field
The depositor's hits bear a star; ? = inconclusive; . = not tested or not shown; [ ] = remark or other dose. Rule as the data show it, unless noted: active = inhibition above about 50%; inactive = the rest. A portion of the library; count on the stated rates, not on these rows.

SMILES | HEK293 NOD2/NF-kB | KOR beta-arrestin-1 | GPR55 activation | KOR beta-arrestin-2 | P. falciparum M1AAP | Dynein cargo inh | Dynein cargo inh cytoplasmic EGFP | Dynein cargo inh nuclear GR-EGFP | Dynein cargo inh cell count | NOD1 inhibition | P. falciparum M17LAP | AID2073
Cc1c(C(=O)NCCSCc2cccc(C(F)(F)F)c2)cnn1-c1ccc(Cl)cc1 | 16% | 3.0% | -0.2% | 1% | 1% | 1.5 | -0.18 | 0.42 | -0.71 | -11% | 7% | 2%
CC(C)(C)NC(=O)CN(Cc1ccccc1)S(=O)(=O)c1ccccc1 | 10% | 1.8% | 0.1% | -32%[20 µM] | . | . | . | . | . | 5% | . | 9%
S=C(NCCCN1CCOCC1)NCCCN1CCOCC1 | 8% | -3.6% | -0.2% | 7% | 4% | 0.31 | -0.072 | 0.054 | -0.062 | -41% | -3% | -4%
CCSc1sccc1C1C(C#N)=C(N)N(c2cccnc2)C2=C1C(=O)CCC2 (centres undefined) | -23% | -5.4% | -0.1% | 22% | 4% | 0.52 | -0.23 | 0.54 | -0.3 | -35% | 3% | -12%
CCc1nnc(NC(=O)C2CC(=O)N(C3CCCC3)C2)s1 (centres undefined) | 13% | -3.6% | 0.2% | -13% | . | . | . | . | . | -9% | . | -1%
Cc1onc(-c2ccccc2Cl)c1C(=O)OCC(=O)Nc1ccc2c(c1)OCO2 | -6% | -1.1% | -0.2% | 7% | 3% | 0.58 | -0.16 | 0.73 | 0.16 | -13% | -3% | -4%
CC(/C=C/c1ccc(N(C)C)cc1)=N\N=C(/N)SC1CC(=O)N(c2ccc(C(=O)O)cc2)C1=O (centres undefined) | -23% | -0.9% | 0.8% | 2% | 14% | 2.2 | 5.7 | 2.4 | -1.2 | -7% | 26% | 21%
COCC(=O)N(C)c1nnc(-c2cnc(C)cn2)s1 | 1% | -1.9% | -0.1% | 7% | 7% | -0.26 | -0.22 | -0.011 | 0.31 | -18% | 7% | 4%
Cc1ccccc1Nc1scc(-c2ccc(Br)cc2)[n+]1-c1ccccc1C | 1% | 0.4% | -0.3% | -5% | 6% | -0.072 | -0.19 | -0.06 | -0.27 | -44% | 10% | 7%
COc1ccc(N2CCN(C(=S)NCc3ccc(C)cc3)CC2)cc1 | 2% | 7.3% | -0.3% | -4% | -4% | -0.51 | -0.34 | -0.19 | 1.2 | -24% | 2% | 1%
CCOC(=O)N1CCN(Cc2nc3cc(NC(=O)c4ccco4)ccc3n2C)CC1 | 17% | 3.4% | -0.1% | -8% | . | . | . | . | . | -16% | . | 5%
CC1CCCCN1CCCNC(=O)CN1C(=O)CSc2ccc(S(=O)(=O)N3CCOCC3)cc21 (centres undefined) | 9% | -0.8% | -0.1% | -64% | . | . | . | . | . | -20% | . | 13%
CCN(CC)C(=O)C1CCC(CNS(=O)(=O)c2cccc3cccnc23)CC1 (centres undefined) | 11% | 0.2% | -0.1% | -2% | 6% | -0.082 | -0.1 | 0.29 | -0.56 | -5% | 3% | 7%
COn1c(SCC(N)=O)nc2ccccc2c1=O | -18% | 4.1% | -0.3% | 31% | -1% | -1.4 | -0.073 | -0.58 | 0.75 | 34% | 5% | -1%
Cc1nn(-c2ccccc2)c(C)c1/C=N/NC(=O)c1ccccc1O | -23% | 7.2% | -0.2% | -2% | . | . | . | . | . | -9% | . | 15%
COc1ccc(-c2cc(=O)oc3c(C)c(O)c(CN(C)C)cc23)cc1 | 17% | 0.1% | -0.1% | -30% | 7% | 1.1 | -0.13 | 0.78 | 0.1 | 22% | 9% | 44%
O=C(CSc1ccc(C(F)(F)F)cn1)Nc1ccccc1 | 24% | 4.3% | 0.2% | -4% | -1% | 0.23 | -0.18 | 0.1 | 0.19 | -6% | -6% | -6%
CCN(Cc1ccccc1)C(=O)Cn1c(=O)n(-c2ccc(OC)cc2OC)c(=O)c2c(C)c(C)sc21 | 25% | 4.4% | 0.1% | -12% | 2% | -0.76 | -0.22 | -0.31 | 0.028 | -5% | 2% | 8%
CCCCNC(=O)c1cc2c(=O)n(CC)c3ccccc3c2s1 | -4% | -5.5% | -0.1% | 18% | . | . | . | . | . | -6% | . | 5%
Cc1cc(C(=O)O)ccc1-c1ccc(/C=C2\SC(=O)N(CC(=O)Nc3ccc4c(c3)OCO4)C2=O)o1 | -8% | 0.0% | -0.1% | 28% | . | . | . | . | . | -30% | . | 18µM*
Cc1noc(C)c1S(=O)(=O)N1CCN(C(c2ccccc2)c2ccc(Cl)cc2)CC1 (centres undefined) | -6% | -2.6% | -0.2% | 27% | 8% | 2.1 | -0.12 | 1.1 | -1 | 9% | 16% | -3%
O=C(COC(=O)Cc1ccccc1[N+](=O)[O-])NCc1ccc(Cl)cc1 | 8% | -2.5% | -0.3% | 10% | 6% | -0.72 | -0.23 | -0.25 | 0.31 | -12% | 5% | -8%
CCOc1ncccc1C(=O)Nc1ccc(Cl)cc1 | 1% | -3.7% | 0.1% | 39% | 2% | -0.047 | -0.22 | 0.21 | 0.98 | -24% | 1% | 4%
COC(=O)c1c(NC(=O)CSc2nnnn2-c2ccccc2)sc2c1CCCC2 | 5% | -8.2% | -0.2% | -12% | 1% | -0.28 | -0.19 | -0.14 | 0.21 | -11% | -3% | -2%
O=C(COc1ccccc1)Nc1nonc1NC(=O)COc1ccccc1 | 12% | 16% | -0.1% | -5% | 1% | 0.033 | 0.039 | 0.41 | -0.082 | -20% | -11% | -2%

Full records, quoted from the list.
Cc1c(C(=O)NCCSCc2cccc(C(F)(F)F)c2)cnn1-c1ccc(Cl)cc1 across the screens: HEK293 NOD2/NF-kB = 16%; KOR beta-arrestin-1 = 3.0%; GPR55 activation = -0.2%; KOR beta-arrestin-2 = 1%; P. falciparum M1AAP = 1%; Dynein cargo inh = 1.5; Dynein cargo inh cytoplasmic EGFP = -0.18; Dynein cargo inh nuclear GR-EGFP = 0.42; Dynein cargo inh cell count = -0.71; NOD1 inhibition = -11%; P. falciparum M17LAP = 7%; AID2073 = 2%
O=C(COC(=O)Cc1ccccc1[N+](=O)[O-])NCc1ccc(Cl)cc1 across the screens: HEK293 NOD2/NF-kB = 8%; KOR beta-arrestin-1 = -2.5%; GPR55 activation = -0.3%; KOR beta-arrestin-2 = 10%; P. falciparum M1AAP = 6%; Dynein cargo inh = -0.72; Dynein cargo inh cytoplasmic EGFP = -0.23; Dynein cargo inh nuclear GR-EGFP = -0.25; Dynein cargo inh cell count = 0.31; NOD1 inhibition = -12%; P. falciparum M17LAP = 5%; AID2073 = -8%

The list goes on:
SMILES | HEK293 NOD2/NF-kB | KOR beta-arrestin-1 | GPR55 activation | KOR beta-arrestin-2 | P. falciparum M1AAP | Dynein cargo inh | Dynein cargo inh cytoplasmic EGFP | Dynein cargo inh nuclear GR-EGFP | Dynein cargo inh cell count | NOD1 inhibition | P. falciparum M17LAP | AID2073
O=C(Nc1ccc(S(=O)(=O)Nc2nccs2)cc1)c1cnc(Cl)c(Cl)c1 | -8% | 6.2% | -0.1% | 8% | 4% | 2.6 | 0.16 | 2.2 | -2.5 | 2% | 5% | 1%
NC(=O)c1cnn2c(C(F)(F)F)cc(-c3ccc(F)cc3)nc12 | -1% | 4.3% | -0.2% | -6% | 7% | 0.82 | 0.16 | 0.88 | 0.5 | -8% | -11% | 13%
COC(=O)C1=CN(c2cccc(C(F)(F)F)c2)C=C(C(=O)OC)C1c1ccc(O)c(OC)c1 | 0% | -0.7% | 0.0% | 3% | . | . | . | . | . | -5% | . | -4%
O=C(/C=C/c1cccs1)Nc1cccnc1 | -39% | -1.7% | 0.7% | -13% | 20% | -0.62 | -0.3 | -0.45 | 0.14 | -40% | 18% | -8%
CC(C)(C)SCCNS(=O)(=O)c1ccc(F)cc1 | 7% | -7.3% | -0.1% | 15% | 1% | -0.29 | -0.13 | -0.1 | 0.29 | 8% | -5% | 0%
COc1ccc(CNC(=O)C2CCC(CNS(=O)(=O)c3cccc4nsnc34)CC2)cc1 (centres undefined) | 23% | -1.9% | -0.1% | -2% | -1% | -0.8 | -0.29 | -0.45 | 0.58 | 20% | -5% | 2%
CCCc1ncc(CN2CCCCC2C(=O)Nc2ccc(Oc3ccccc3)nc2)cn1 (centres undefined) | 10% | -0.4% | -0.1% | 36% | . | . | . | . | . | -4% | . | ?
C/C(=N\Nc1cccc2cccnc12)c1ccc(N)cc1 | 8% | -4.7% | 0.5% | -5% | 12% | -0.84 | -0.016 | -0.34 | 0.61 | -50% | 4% | -48%
Cc1noc(C)c1COc1ccc(C(=O)OCC(=O)NC(=O)C2COc3ccccc3O2)cc1 (centres undefined) | -4% | -4.2% | 0.8% | 21% | 2% | 0.16 | -0.22 | 0.24 | 0.24 | -8% | 12% | -5%
COc1ccc(S(=O)(=O)N2CCCCCC2)cc1 | -3% | -4.3% | -0.1% | -25% | 2% | 1.3 | 0.31 | 0.84 | -0.39 | 3% | -1% | -2%
COc1ccc(OC)c(NC(=O)c2cc(S(=O)(=O)NCc3ccco3)ccc2F)c1 | 14% | -1.5% | 0.3% | 5% | 17% | -1.5 | -0.11 | -0.64 | 0.84 | 6% | 1% | 4%
Cc1ccc(-c2cc3nn(-c4ccccc4)c(N)c3c(=O)o2)cc1 | 1% | -1.6% | -0.1% | 6% | -11% | -0.39 | -0.23 | 0.34 | 1.4 | -19% | -14% | 2%
COc1cc2[nH]c3c(=O)n4c(nc3c2cc1OC)SCCC4 | -33% | 5.4% | -0.7% | 16% | 1% | -0.21 | -0.31 | 0.1 | 0.025 | 27% | -2% | 4%
O=C(Nc1ccccc1N1CCCC1)c1ccc(Br)o1 | 13% | 0.6% | -0.2% | -12% | -3% | 0.16 | -0.23 | 0.062 | -0.3 | -4% | 18% | 8%
C=CCN(C(=O)CNC(=O)c1ccco1)C(C(=O)NC1CCCCC1)c1ccccc1F (centres undefined) | 5% | -2.9% | 0.3% | -6% | 8% | -0.24 | -0.24 | 0.065 | 0.54 | -23% | 4% | 2%
Brc1ccc(-c2csc(N/N=C/c3ccco3)n2)cc1 | -19% | -0.2% | 0.0% | -28% | 11% | -0.29 | -0.14 | -0.16 | 0.2 | -34% | 6% | 18%
